Autofluor Jurkat – compound autofluorescence on Jurkat cells, primary screen, artefact control for VLA-4 allosteric ligand project, cell-based, flow cytometry; AID 576, 2007; stronger effect = higher value; 1 = vehicle-only cell background; 0.61% of 24,000 active; fluorescence ratio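 (tested at 10 µM compound in the well)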;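 active means fluorescence ratio above 2.44, which is 1 plus 3 SD of all ratios; inconclusive means signal too bright to measure linearly, ratio around 10 or more; inactive means fluorescence ratio below 2.44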;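 further: green fluorescence of cells measured with 488 nm excitation and 530 nm emission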
VLA-4 agonist – enhancers of LDV-FITC binding to VLA-4 integrin, primary screen, Jurkat cells, flow cytometry | Integrin alpha-4 (Homo sapiens), P13612 | activation, % at 10 µM (by protocol) | 24,000 tested, under 10 active | AID 528, 2006;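 active means fluorescent ligand binding to cells raised by more than 40% of the manganese-induced maximum; inconclusive means compound's own fluorescence above 85% of the ligand control signal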;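 further: 0% = ligand binding without compound and 100% = manganese-stimulated maximal binding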
Target sequence (P13612 whole entry, looked up): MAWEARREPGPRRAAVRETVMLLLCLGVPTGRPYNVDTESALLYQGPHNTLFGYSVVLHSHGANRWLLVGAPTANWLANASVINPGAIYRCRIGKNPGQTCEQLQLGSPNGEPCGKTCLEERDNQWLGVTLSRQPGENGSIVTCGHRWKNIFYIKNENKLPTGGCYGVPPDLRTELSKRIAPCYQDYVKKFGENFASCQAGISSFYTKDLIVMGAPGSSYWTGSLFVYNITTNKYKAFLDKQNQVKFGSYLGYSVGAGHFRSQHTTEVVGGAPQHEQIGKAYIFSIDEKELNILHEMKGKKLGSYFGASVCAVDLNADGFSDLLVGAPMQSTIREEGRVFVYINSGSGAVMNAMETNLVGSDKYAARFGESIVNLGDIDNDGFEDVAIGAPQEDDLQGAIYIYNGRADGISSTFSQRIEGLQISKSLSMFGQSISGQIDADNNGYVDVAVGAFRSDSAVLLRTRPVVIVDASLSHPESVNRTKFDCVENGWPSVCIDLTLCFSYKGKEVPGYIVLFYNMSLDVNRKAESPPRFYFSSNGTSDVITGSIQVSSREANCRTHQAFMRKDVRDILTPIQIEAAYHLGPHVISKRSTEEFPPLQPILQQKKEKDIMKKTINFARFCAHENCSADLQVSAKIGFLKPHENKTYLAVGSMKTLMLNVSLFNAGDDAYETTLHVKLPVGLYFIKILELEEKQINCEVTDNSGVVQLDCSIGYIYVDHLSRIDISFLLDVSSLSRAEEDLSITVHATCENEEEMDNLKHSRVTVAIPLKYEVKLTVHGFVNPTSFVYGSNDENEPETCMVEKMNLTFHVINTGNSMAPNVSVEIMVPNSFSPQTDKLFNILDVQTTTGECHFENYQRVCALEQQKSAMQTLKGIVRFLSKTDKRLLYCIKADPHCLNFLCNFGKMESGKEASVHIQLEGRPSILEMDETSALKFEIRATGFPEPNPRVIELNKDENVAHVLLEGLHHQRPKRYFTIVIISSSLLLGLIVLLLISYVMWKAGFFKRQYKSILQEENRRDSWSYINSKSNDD
LNCaP diff act – activators of LNCaP prostate cell differentiation, primary screen, flow cytometry side scatter; 4 d; side scatter shift, % at 10 µM; 0.56% of 24,000 active; AID 795, 2007;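 active means side scatter shift above 30%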;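 further: androgen-responsive LNCaP prostate cancer cells in charcoal-stripped serum medium; percent of cells past a gate set so DMSO wells show 10% shift; higher shift means more granular cells and more differentiation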
VLA-4 antagonist – inhibitors of LDV-FITC binding to Mn2+-activated VLA-4, primary screen, Jurkat cells; LDV-FITC binding with Mn2+, flow cytometry; 100% = Mn2+-driven binding gain fully reversed; inhibition, % at 10 µM (by protocol); 0.2% of 24,000 active; AID 529, 2006;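 active means inhibition above 50%; inconclusive means compound itself fluorescent, judged against control cell fluorescence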;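 further: 0% = Mn2+ stimulated cells lacking compound and 100% = ligand binding without Mn2+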
An asterisk follows results filed as active; ? = inconclusive; / = no result given. Not all compounds are listed (hit frequency here may not be typical).

Autofluor Jurkat	VLA-4 agonist	LNCaP diff act	VLA-4 antagonist	molecule
1	2	9	-24	Cc1c(N(C)C)nc2ccccc2c1N
1.1	?	11	?	O=C(C1CC1)N1CCN=C1SCc1ccc(Cl)cc1
1	4	5	-20	O=C(O)CCNc1nc(-c2ccccc2)nc2ccccc12
1.1	-6	9	?	C=CCSc1nnc2c(n1)OC(c1cccnc1)N(C(C)=O)c1ccccc1-2 (configuration not stated)
1.1	-4	7	1	CCOC(=O)CSC1=Nc2ccccc2C2=NC(CC(=O)NCc3ccc(OC)cc3)C(=O)N12 (configuration not stated)
1	8	10	-16	CCOC(=O)C(NC(=O)OC(C)C)(Nc1nccs1)C(F)(F)F (configuration not stated)
1	-2	4	-10	C1CCc2nnc(-c3nnc4n3CCCCC4)n2CC1
1.1	6	12	14	CCC1C(=O)N=C(SCC(=O)Nc2cccc3ccccc23)NC1=O (configuration not stated)
0.98	2	14	2	CC(=O)c1ccc(NC(=O)Cn2nc(C)cc2C)cc1
1.1	-4	5	?	CC1=C(C#N)C(c2ccc3ncccc3c2)C(C#N)=C(C)N1

The closing five compounds of the section above open the next one.
Autofluor Jurkat	VLA-4 agonist	LNCaP diff act	VLA-4 antagonist	molecule
1	8	10	-16	CCOC(=O)C(NC(=O)OC(C)C)(Nc1nccs1)C(F)(F)F (configuration not stated)
1	-2	4	-10	C1CCc2nnc(-c3nnc4n3CCCCC4)n2CC1
1.1	6	12	14	CCC1C(=O)N=C(SCC(=O)Nc2cccc3ccccc23)NC1=O (configuration not stated)
0.98	2	14	2	CC(=O)c1ccc(NC(=O)Cn2nc(C)cc2C)cc1
1.1	-4	5	?	CC1=C(C#N)C(c2ccc3ncccc3c2)C(C#N)=C(C)N1
0.92	5	12	-18	O=C(c1ccco1)N1CCN(c2ncccn2)CC1
0.98	-1	4	0	Cn1cc(CC(=O)NCCCN2CCCC2=O)c2ccccc21
0.98	3	9	-14	COCCNC(=O)c1ccc2c(c1)nc(C)n2-c1cccc(F)c1
0.98	2	6	15	CCCn1cc(S(=O)(=O)CC(=O)Nc2ccc(OC)cc2OC)c2ccccc21
0.93	-6	2	8	COc1ccc(OC)c(-c2cc(C(=O)Nc3c(C)nn(Cc4ccccc4Cl)c3C)no2)c1
1.2	?	6	?	Cc1ccc(CC(=O)N2CCC(c3nc4c(nnn4Cc4ccccc4)c(=O)[nH]3)CC2)cc1
1.1	8	12	6	CCCS(=O)(=O)N1CCCC(C(=O)NCc2cccnc2)C1 (configuration not stated)
0.95	1	3	-6	CCOc1ccc(CCNC(=O)CN2CCN(Cc3ccc(F)cc3)C2=O)cc1OCC
1.1	2	17	4	CCOC(=O)c1c(NC(=O)c2ccc(S(=O)(=O)N3CCOCC3)cc2)sc2c1CCN(C)C2
1.1	0	15	9	C=CCNC(=O)c1cc(-c2ccc(Br)cc2)on1
1	-6	6	10	COc1ccc(NC(=O)Nc2ccc(C)cc2OC(F)F)cc1OC
1.2	?	5	?	CCc1c(C#N)c(SCc2c(C)noc2C)nc2c1C(=O)CC(C)(C)C2
0.92	-3	4	-2	Cc1ccc(-c2nnn(CC(=O)N(CC(=O)NC3CCCCC3)c3cnc4ccccc4c3)n2)o1
1.1	0	1	14	COc1ccccc1NC(=O)CN1CCN(CC(=O)Nc2ccc3c(c2)OCCO3)CC1
0.91	2	13	-3	CCN(c1cccc(C)c1)S(=O)(=O)c1ccc2[nH]c(=O)c(=O)[nH]c2c1
1.1	-1	2	-20	CCOC(=O)c1ccccc1NC(=O)Cn1cnc2c(cnn2-c2ccc(F)cc2)c1=O
1	-1	9	-3	CCCCCC1CCC(C(=O)O)CC1 (configuration not stated)
1	6	17	-37	CC1CCN(C(=O)CSc2nnc(-c3cccnc3)n2C2CCCCC2)CC1
1	?	2	?	Cc1ccc(-n2ncc3c(=O)[nH]c(SCC(=O)N4CCOCC4)nc32)cc1
1.1	2	18	-2	Cc1nc(Nc2nc(=O)c3ccccc3n2C)nc2c(C)cccc12
1.1	0	6	17	Cc1ccc(NC2c3ncccc3C(=O)N2C2CCCCC2)cc1 (configuration not stated)
1.1	3	9	-9	CC1CCCCN1C(=O)CSc1nc2cc3c(cc2c(=O)n1Cc1ccc2c(c1)OCO2)OCO3 (configuration not stated)
1.2	8	1	-30	CCCCCC#CCC#CCC#CCC#CCCCC(=O)O
1.1	-2	8	-8	O=C(C1CCC1)N1CCc2cc(S(=O)(=O)NCc3ccco3)ccc21
1.4	?	10	?	COc1ccc(CCNC(=O)Cn2cnc3c2c(=O)n(C)c(=O)n3C)cc1OC
1	2	6	5	CCn1c(=O)c2cc(C(=O)NCCN3CCOCC3)sc2c2ccccc21
0.94	-6	8	-8	CC1CCCCN1S(=O)(=O)c1ccc(NC(=O)c2cccs2)cc1 (configuration not stated)
1.4	-6	23	1	CCn1c(=O)c(C(=O)Nc2cccnc2)c(O)c2ccccc21
0.94	3	6	8	COc1ccc(S(=O)(=O)NCC2CCC(C(=O)N3CCC4(CC3)OCCO4)CC2)cc1 (configuration not stated)
1.1	0	10	-19	CCOC(=O)c1c(N)sn(-c2ccccc2)c1=S
1.1	1	10	3	Cc1cc(C(=O)NC2CCCC2)on1
0.95	0	6	-8	COC(=O)c1ccccc1NC(=O)C12CCC(C)(C(=O)O1)C2(C)C (configuration not stated)
1	4	/	9	CCOc1cc2[nH]c(=O)n(Cc3ccccc3)c(=O)c2cc1OCC
0.99	1	8	-2	Cc1ccccc1C(=O)c1cccn1CC(=O)NCc1ccco1
1.1	-1	9	15	COc1ccc(CN2C(=O)CCC2(C)C(=O)NC2CCCCC2)c(OC)c1 (configuration not stated)
1	-3	10	4	O=C(CCCn1c(=O)c2sccc2n(Cc2cc(=O)n3ccccc3n2)c1=O)NCc1ccco1
1	2	10	-16	COc1ccccc1NC(=O)C1=C(C)Nc2nc(CCCO)nn2C1c1cccnc1 (configuration not stated)
0.97	-5	11	-5	CN=c1sc2ccccc2n1CC(O)COCc1ccco1 (configuration not stated)
1.1	?	5	?	O=S(=O)(Cc1ccccc1)/C1=C(\N2CCOCC2)CCCCCC1
1.1	2	7	15	OCCSc1nnc(Nc2ccccc2)s1

Among those listed so far, 4 contain a thiophene ring, fused or not:
Autofluor Jurkat	VLA-4 agonist	LNCaP diff act	VLA-4 antagonist	molecule
1.1	2	17	4	CCOC(=O)c1c(NC(=O)c2ccc(S(=O)(=O)N3CCOCC3)cc2)sc2c1CCN(C)C2
1	2	6	5	CCn1c(=O)c2cc(C(=O)NCCN3CCOCC3)sc2c2ccccc21
0.94	-6	8	-8	CC1CCCCN1S(=O)(=O)c1ccc(NC(=O)c2cccs2)cc1 (configuration not stated)
1	-3	10	4	O=C(CCCn1c(=O)c2sccc2n(Cc2cc(=O)n3ccccc3n2)c1=O)NCc1ccco1

Following part
Autofluor Jurkat	VLA-4 agonist	LNCaP diff act	VLA-4 antagonist	molecule
0.98	0	10	-2	COc1ccccc1N1C(N)=NC(N)=NC1(C)C
0.7	22	4	-23	Cc1cc(=O)[nH]c(SCc2cc(=O)n3nc(C)sc3n2)n1
1	2	9	-26	Cc1cccc(C(=O)N2CCN(C(=O)c3cccc(C)c3)C(C)C2)c1 (configuration not stated)
1	-3	12	-4	COc1ccc(S(=O)(=O)N2CCC(C(=O)Nc3c(F)cccc3F)CC2)cc1
1	4	9	10	O=C(CCN1C(=O)COc2ccccc21)NCCC1=CCCCC1
0.98	-2	10	-7	CC(NC(=O)Cc1cccs1)c1ccc2c(c1)OCO2 (configuration not stated)
1	-7	4	2	Cc1nn(-c2ccc(F)cc2F)c2c1-c1nc(N3CCCC3)ncc1CC2
1.2	10	2	-33	CCc1nc(N[C@@H](Cc2c[nH]c3ccccc23)C(=O)O)c2oc3ccccc3c2n1
1.1	-2	14	-5	COC(=O)c1ccsc1NC(=O)CN1C(=O)CCC1=O
1	-3	12	-10	Cc1ccc(NC(=O)CSc2nc3ccccc3c(=O)n2CCCC(=O)N2CCCC2)cc1
0.75	1	3	-3	CCn1c(C)nc2cc(C(=O)OCCC(F)(F)F)ccc21
1.1	0	9	-23	Cc1cc(NC(=O)NC(=O)c2ccc(F)cc2F)n[nH]1
1.1	?	5	?	O=C(CSc1nc(-c2ccccc2)cs1)NCc1ccco1
1.1	2	9	1	C=CCN1C(=O)C2(c3ccccc31)C1CCCC=C1C(C#N)=C(N)C2(C#N)C#N (configuration not stated)
1	2	4	-1	COC(=O)c1ccc(-c2ccco2)n1Cc1nc(-c2ccc(OC)c(OC)c2)oc1C
0.96	7	8	-13	Cc1[nH]c(-c2ccco2)nc1C(=O)O
1.1	0	8	-7	CCOC(=O)N1CCN(C(=O)CCn2nc(-c3ccc(Cl)cc3)ccc2=O)CC1
1.2	?	8	?	Cc1ccc(Nc2cc(C)nc3nc(C)nn23)c(C)c1
1.1	0	6	-9	CCN(CC)CCCN1C(=O)C(=O)/C(=C(/O)c2ccccc2)C1c1ccccn1 (configuration not stated)
1	11	15	-9	CC1(C)CC(=O)C(CC(=O)NC(=O)NCc2ccccc2)=C(O)C1
1	1	2	-9	NCCCC(=O)N1c2ccccc2Sc2ccccc21
1.1	-6	12	-3	CC(=O)[C@@]1(O)CC[C@H]2[C@@H]3C[C@H](C)C4=CC(=O)C=C[C@]4(C)[C@@]3(F)[C@@H](O)C[C@@]21C
1.3	?	13	?	O=C(CCC1CCCC1)c1c(O)c2ccccc2oc1=O
1	-1	12	5	COc1ccc(N(CC(=O)Nc2ccc3c(c2)OCCO3)S(=O)(=O)c2cccnc2)cc1
1	4	9	-12	COc1ccc(CCNC(=O)C2CCN(C(=O)N(C)C)CC2)cc1OC
0.97	3	5	3	COc1cc2[nH]c(=O)n(CCCCCC(=O)NCCCN3CCOCC3)c(=O)c2cc1OC
1.2	?	9	?	Cc1cccc(-n2c(C)nc3c(cnn3-c3ccc(F)cc3)c2=O)c1
0.98	-5	1	-30	CCS(=O)(=O)Nc1ccc(C(=O)CC2(O)C(=O)Nc3ccccc32)cc1 (configuration not stated)
1	-9	4	7	CC(C)Cn1c(CN(Cc2ccccc2)Cc2ccccc2)nc2c1c(=O)n(C)c(=O)n2C
1.6	?	11	?	CN1C(=O)NC(c2cccc(O)c2)C(C(=O)c2cccs2)C1(O)C(F)(F)F (configuration not stated)
1.1	1	4	26	FC(F)(F)c1nc2ncc(Cl)cc2[nH]1
1	8	4	7	CC1N=C2c3ccccc3N=C(SCc3cc(=O)n4ccccc4n3)N2C1=O (configuration not stated)
1.1	-2	3	-8	CCOC(=O)C1=C(N)OC2=C(C(=O)CC(C)(C)C2)C1c1ccoc1 (configuration not stated)
1.3	?	3	?	CCOC(=O)c1ccc(N2CSC3=C(C#N)C(c4ccc(OC)cc4OC)CC(=O)N3C2)cc1 (configuration not stated)
1.1	4	3	-6	Cc1ccccc1CSCC(=O)c1c(N)n(C)c(=O)n(C)c1=O
0.99	1	6	-38	CC(=O)N=c1sc2c3ccccc3ccc2n1C
1	-8	6	-10	CCOC1(OCC)N=C(N)C2(C#N)C(c3cccc(OC)c3OC)C12C#N (configuration not stated)
0.93	-14	3	29	CCOc1ccc(NC(=O)CCNc2c(N3CCCC3)c(=O)c2=O)cc1
0.99	-3	16	-28	COc1ccccc1NC(=O)C1=C(C)Nc2ncnn2C1c1ccc(C)o1 (configuration not stated)
1	-2	8	-2	CCOc1ccc2[nH]c(=O)c(CN(Cc3ccccc3)C(=O)N3CCCC3)cc2c1
1	-1	19	-28	O=C(O)C1CC(=O)N(Cc2ccccc2)C1 (configuration not stated)
1	-1	4	-7	CCC(C)NC(=O)c1cnn2c(C)c3c(nc12)CCCC3 (configuration not stated)
1.1	-15	9	-12	CCc1cccc2c3c([nH]c12)C(CC)(CC(=O)O)OCC3 (configuration not stated)
0.99	3	2	5	COc1ccc(N2CCN(CCNC(=O)C3CCN(S(=O)(=O)c4cccs4)CC3)CC2)cc1
0.99	0	14	-6	COc1ccc(NC(=O)CSc2nc(C)cc(C(F)(F)F)n2)cc1
0.99	5	3	-19	O=c1c2cc(N3CCOCC3)ccc2[nH]c(=S)n1CC1CCCO1 (configuration not stated)
1.1	-2	6	0	CC(=O)O[C@H]1CSC[C@H]1NC(=O)c1ccccc1
0.95	4	3	-15	Cc1csc(NC(=O)C2CCCN(S(=O)(=O)c3cccnc3)C2)n1 (configuration not stated)
1.1	2	4	-10	O=C(OCC(=O)N1CCC(Cc2ccccc2)CC1)c1ccc[nH]c1=O
1	0	2	-2	CN(C1CCCCC1)S(=O)(=O)c1ccc(NC(=O)c2ccco2)cc1
1.9	?	6	?	Cc1ccc2nc(NC(=O)C3CCCN(S(=O)(=O)c4cccc5nsnc45)C3)sc2c1 (configuration not stated)
1	0	12	-10	COc1cccc(-n2c(CNc3ccc(F)cc3)nnc2SCC(N)=O)c1
1	-3	2	-11	CCOc1ccc(C2C(C(=O)Nc3ccc(F)cc3)=C(C)Nc3nc(CCCO)nn32)cc1 (configuration not stated)

Assay outcomes (PubChem BioAssay)
